LYP inhibition: LYP phosphatase inhibitors, primary screen, biochemical, DiFMUP fluorescence, recombinant catalytic domain, 10 µM (AID 606); 52,000 tested, under 10 active; one-dose inhibition, % at 10 µM; IC50 in µM for titrated hits; recombinant LYP catalytic domain, DiFMUP fluorescence; higher % means a stronger effect;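 active = IC50 under 40 µM in the dose-response test; inactive = IC50 of 40 µM or more, or never dose-tested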
HPDE-C7 viability: cytotoxicity in HPDE-C7 cells, cell-based, fluorescence, HTS (AID 430). 63,000 compounds, 1.8% hits. HPDE-C7 pancreatic duct cells viability, fluorescence; higher % means a stronger effect. one-dose cytotoxicity, % at 10 µM; EC50 in µM for titrated hits;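 note: cells exposed to compound for 48 hours before viability readout; 0% = vehicle and 100% = reference cytotoxic drug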
Bfl-1 displacement: displacement of Bid BH3 peptide from Bfl-1 – biochemical, fluorescence polarization, FITC-Bid, mouse, primary screen (AID 432); displacement, % at 20 µM; hits with a dose series show IC50 in µM; 64,000 compounds, 0.02% hits; FITC-Bid BH3 peptide fluorescence polarization displacement; higher % means a stronger effect; in the data active = a potency from the dose series; inactive = the rest, 99 in 100 with displacement below about 15%; note: strong numbers were not always called active
Alkaline phosphatase: inhibition of tissue-nonspecific alkaline phosphatase – biochemical, luminescent (AID 518) | purified TNAP enzyme, luminescent substrate readout; higher % means a stronger effect | inhibition, % at 20 µM, or IC50 in µM where a hit was titrated | 64,000 compounds, 0.09% hits; in the data active = a potency from the dose series; inactive = the rest, 99 in 100 with inhibition below about 22%;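 note: plate controls were vehicle for no effect and reference inhibitor for full effect; many of its hits are not listed in these tables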
Spn PMK inh: blocks S. pneumoniae phosphomevalonate kinase; AID 539; inhibition, % at 10 µM; purified PMK, PK/LDH-coupled NADH absorbance 340 nm; 65,000 compounds, 0.49% hits;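 active = top-ranked compounds by inhibition in the single 10 µM screen, taking a fixed number of the strongest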;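 note: 0% = full reaction with DMSO carrier and 100% = background rate without enzyme reaction; no value below 0 was filed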
Spn DPM-DC inh: S. pneumoniae DPM-DC inhibition. AID 556. purified DPM-DC, PK/LDH coupled NADH fluorescence. 65,000 compounds, 0.49% hits. calls only at 10 µM;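 active = the 320 compounds with the highest percent inhibition in the single-dose primary screen, excluding strongly autofluorescent ones, cut at about 32% in these data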;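 note: kinetic rate of NADH fluorescence loss reporting ADP formed by the decarboxylase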
HPDE-C7K KRASV12: viability loss of HPDE-C7K cells – cell-based, fluorescence, HTS, primary screen (AID 431). cytotoxicity, % at 10 µM, or EC50 in µM where a hit was titrated. HPDE-C7K KRASV12 cells, Alamar Blue viability, 48 h; higher % means a stronger effect. 63,000 compounds, 1.7% hits;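 active = compounds whose percent cytotoxicity in the single-dose primary screen, scaled between solvent and toxic-drug controls, exceeds 50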;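 note: 0% = DMSO solvent wells and 100% = doxorubicin-treated wells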
HT1080 cytotoxicity: cytotoxicity in HT1080 fibrosarcoma cells, cell-based, fluorescence readout (AID 620). HT1080 viability, fluorescence; higher % means a stronger effect. one-dose cytotoxicity, % at 10 µM; EC50 in µM for titrated hits. 87,000 compounds, 0.42% hits;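 note: cells exposed to compound overnight then 4 h with Alamar Blue; 0% = vehicle DMSO and 100% = killing control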
Spn MK inh: blocks S. pneumoniae mevalonate kinase; purified MK, PK/LDH-coupled NADH absorbance 340 nm; inhibition, % at 10 µM; 65,000 compounds, 0.48% hits;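 active = ranked among the strongest by inhibition in the single 10 µM screen, a fixed top-ranked set picked for dose follow-up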; note: no value below 0 was filed
Spn PMK inh pilot replicates: also measured in Spn PMK inh; calls as there; inhibition, %; measured here: pilot screen replicates
Spn MK inh pilot replicates: second read-out of Spn MK inh, no call of its own (marks repeat the call); inhibition, %; measured here: pilot screen replicates
Spn DPM-DC inh pilot screen %: recorded beside Spn DPM-DC inh, whose call it bears; inhibition, %; measured here: pilot screen trials
Starred values were filed as active, the others as inactive; [ ] = dose if it differs, or a comment. Cut-off read from the data, not from the text of the source, unless noted: active = cytotoxicity above about 50%; inactive = the rest.

How did CC(=O)Nc1ccc(N=Cc2ccc[nH]2)cc1 do in these assays?
LYP inhibition: 12%; HPDE-C7 viability: -10%; Bfl-1 displacement: -3%; Alkaline phosphatase: 13%; Spn PMK inh: 7; Spn DPM-DC inh: inactive; HPDE-C7K KRASV12: -7%; HT1080 cytotoxicity: 4%; Spn MK inh: 6; Spn PMK inh pilot replicates: 1.0; Spn MK inh pilot replicates: 0.0; Spn DPM-DC inh pilot screen %: 0.0

How did CC(C)c1nnc(NC(=O)c2cccc(-n3cnnn3)c2)s1 do in these assays?
LYP inhibition: 15%; HPDE-C7 viability: -8%; Bfl-1 displacement: 1%; Alkaline phosphatase: 11%; Spn PMK inh: 7; Spn DPM-DC inh: inactive; HPDE-C7K KRASV12: 7%; HT1080 cytotoxicity: 20%; Spn MK inh: 8

How did CCN(CC)C(=O)CSc1nnc([C@H](CCSC)NC(=O)OC(C)(C)C)o1 do in these assays?
LYP inhibition: 5%; HPDE-C7 viability: -15%; Bfl-1 displacement: -7%; Alkaline phosphatase: 6%; Spn PMK inh: 9; Spn DPM-DC inh: inactive; HPDE-C7K KRASV12: -24%; HT1080 cytotoxicity: -2%; Spn MK inh: 3

Results for Cc1noc(-c2ccccc2OC(=O)c2ccccc2)n1 ?
LYP inhibition: 8%; HPDE-C7 viability: -11%; Bfl-1 displacement: -9%; Alkaline phosphatase: 15%; Spn PMK inh: 3; Spn DPM-DC inh: inactive; HPDE-C7K KRASV12: 2%; HT1080 cytotoxicity: -1%; Spn MK inh: 2

Results for O=CN1CCN(C(=O)c2ccccc2F)CC1 ?
LYP inhibition: 1%; HPDE-C7 viability: 0%; Bfl-1 displacement: -8%; Alkaline phosphatase: 3%; Spn PMK inh: 3; Spn DPM-DC inh: inactive; HPDE-C7K KRASV12: 0%; HT1080 cytotoxicity: 6%; Spn MK inh: 6

How did O=C(NC12CC3CC(CC(C3)C1)C2)c1cnccn1 do in these assays?
LYP inhibition: 10%; HPDE-C7 viability: -14%; Bfl-1 displacement: 8%; Alkaline phosphatase: 9%; Spn PMK inh: 5; Spn DPM-DC inh: inactive; HPDE-C7K KRASV12: -12%; HT1080 cytotoxicity: -2%; Spn MK inh: 6

Results for O=S(=O)(c1cccs1)N1CCN(Cc2ccccc2)CC1 ?
HPDE-C7 viability: 3%; Bfl-1 displacement: 0%; Alkaline phosphatase: 11%; Spn PMK inh: 1; Spn DPM-DC inh: inactive; HPDE-C7K KRASV12: -1%; HT1080 cytotoxicity: 17%; Spn MK inh: 0

What do the screens show for `CCOC(=O)c1ccc(Nc2ncnc3c2cnn3C)cc1`?
HPDE-C7 viability: 2%; Bfl-1 displacement: -1%; Alkaline phosphatase: 3%; Spn PMK inh: 6; Spn DPM-DC inh: inactive; HPDE-C7K KRASV12: -5%; HT1080 cytotoxicity: -6%; Spn MK inh: 12

Results for COc1ccc(CCCc2nnc(SCC(=O)Nc3nc(C)cs3)n2C)cc1C ?
LYP inhibition: 8%; HPDE-C7 viability: 6%; Bfl-1 displacement: -1%; Alkaline phosphatase: 9%; Spn PMK inh: 10; Spn DPM-DC inh: inactive; HPDE-C7K KRASV12: -5%; HT1080 cytotoxicity: -6%; Spn MK inh: 4

Results for O=C(CCn1c(=O)oc2ccccc21)N1CCN(c2ccc(F)cc2)CC1 ?
LYP inhibition: 9%; HPDE-C7 viability: -4%; Bfl-1 displacement: 8%; Alkaline phosphatase: 4%; Spn PMK inh: 6; Spn DPM-DC inh: inactive; HPDE-C7K KRASV12: 9%; HT1080 cytotoxicity: 2%; Spn MK inh: 3

Results for O=C(CSc1nc2sc3c(c2c(=O)n1-c1ccccc1)CCCC3)NCc1ccco1 ?
LYP inhibition: 13%; HPDE-C7 viability: 86%*; Bfl-1 displacement: 3%; Alkaline phosphatase: 9%; Spn PMK inh: 12; Spn DPM-DC inh: inactive; HPDE-C7K KRASV12: 72%*; HT1080 cytotoxicity: 2%; Spn MK inh: 10

What do the screens show for `Cc1ccc(NC2=NC(c3ccco3)n3c(nc(C)cc3=O)N2)c(C)c1` (stereo not drawn)?
LYP inhibition: 13%; HPDE-C7 viability: -20%; Bfl-1 displacement: -4%; Alkaline phosphatase: 4%; Spn PMK inh: 6; Spn DPM-DC inh: inactive; HPDE-C7K KRASV12: -13%; HT1080 cytotoxicity: -9%; Spn MK inh: 4

Results for c1ccc(OCCSc2ncnc3nc[nH]c23)cc1 ?
LYP inhibition: 60%; HPDE-C7 viability: 14%; Bfl-1 displacement: -2%; Alkaline phosphatase: 10%; Spn PMK inh: 2; Spn DPM-DC inh: inactive; HPDE-C7K KRASV12: 22%; HT1080 cytotoxicity: -8%; Spn MK inh: 5

Results for COc1cc(C(=O)O)cc(OC)c1OCc1cc(C(=O)O)oc1C ?
LYP inhibition: 7%; HPDE-C7 viability: 4%; Bfl-1 displacement: -3%; Alkaline phosphatase: 2%; Spn PMK inh: 1; Spn DPM-DC inh: inactive; HPDE-C7K KRASV12: -3%; HT1080 cytotoxicity: 0%; Spn MK inh: 14

How did CCN(C(=O)Cc1cccs1)c1nnc(-c2cccnc2)s1 do in these assays?
HPDE-C7 viability: -4%; Bfl-1 displacement: 4%; Alkaline phosphatase: 12%; Spn PMK inh: 13; Spn DPM-DC inh: inactive; HPDE-C7K KRASV12: 13%; HT1080 cytotoxicity: -7%; Spn MK inh: 1

What do the screens show for `N#Cc1nc(N2CCCCC2)nc(N2CCOCC2)n1`?
LYP inhibition: -13%; HPDE-C7 viability: -11%; Bfl-1 displacement: 2%; Alkaline phosphatase: 3%; Spn PMK inh: 5; Spn DPM-DC inh: inactive; HPDE-C7K KRASV12: -6%; HT1080 cytotoxicity: 1%; Spn MK inh: 4

Results for CCSCc1nnc(SCC(=O)c2ccc(OC)cc2)n1C ?
LYP inhibition: 11%; HPDE-C7 viability: -5%; Bfl-1 displacement: -2%; Alkaline phosphatase: 3%; Spn PMK inh: 7; Spn DPM-DC inh: inactive; HPDE-C7K KRASV12: -16%; HT1080 cytotoxicity: 9%; Spn MK inh: 5

Results for CC(=O)Nc1nc2ccc(-c3nc4ccccc4o3)cc2s1 ?
HPDE-C7 viability: 38%; Bfl-1 displacement: -5%; Alkaline phosphatase: 6%; Spn PMK inh: 9; HPDE-C7K KRASV12: 43%; HT1080 cytotoxicity: 2%; Spn MK inh: 0

How did CCCCC(=O)Nc1ccc(NC(=O)C2CC2)nc1 do in these assays?
LYP inhibition: -11%; HPDE-C7 viability: -3%; Bfl-1 displacement: -8%; Alkaline phosphatase: 10%; Spn PMK inh: 0; Spn DPM-DC inh: inactive; HPDE-C7K KRASV12: -7%; HT1080 cytotoxicity: 7%; Spn MK inh: 0; Spn PMK inh pilot replicates: 1.0; Spn MK inh pilot replicates: 0.0; Spn DPM-DC inh pilot screen %: 0.0

What do the screens show for `CCC(=O)Nc1cc2nn(-c3ccccc3)nc2cc1Cl`?
LYP inhibition: 11%; HPDE-C7 viability: -14%; Bfl-1 displacement: -3%; Alkaline phosphatase: 16%; Spn PMK inh: 13; Spn DPM-DC inh: inactive; HPDE-C7K KRASV12: 5%; HT1080 cytotoxicity: 3%; Spn MK inh: 0; Spn PMK inh pilot replicates: 5.0; Spn MK inh pilot replicates: 0.0; Spn DPM-DC inh pilot screen %: 24

What do the screens show for `Cc1cc(C)n(Cc2ccc(F)cc2)c(=O)c1C#N`?
LYP inhibition: 1%; HPDE-C7 viability: -32%; Bfl-1 displacement: -1%; Alkaline phosphatase: 3%; Spn PMK inh: 13; Spn DPM-DC inh: inactive; HPDE-C7K KRASV12: -19%; HT1080 cytotoxicity: 25%; Spn MK inh: 1

Results for CCOC(=O)c1sc(NC(=O)CSc2nnc(-c3ccc(OC)cc3)n2CCOC)nc1C ?
LYP inhibition: 6%; HPDE-C7 viability: -51%; Bfl-1 displacement: -4%; Alkaline phosphatase: 8%; Spn PMK inh: 13; Spn DPM-DC inh: inactive; HPDE-C7K KRASV12: -9%; HT1080 cytotoxicity: -3%; Spn MK inh: 10; Spn PMK inh pilot replicates: 2.5; Spn MK inh pilot replicates: 0.0; Spn DPM-DC inh pilot screen %: 1.5

Results for CCCCOCCCNS(=O)(=O)Cc1ccccc1 ?
LYP inhibition: -2%; HPDE-C7 viability: 1%; Bfl-1 displacement: -6%; Alkaline phosphatase: 7%; Spn PMK inh: 9; Spn DPM-DC inh: inactive; HPDE-C7K KRASV12: 9%; HT1080 cytotoxicity: 4%; Spn MK inh: 4

What do the screens show for `O=C(CCS(=O)(=O)Cc1ccccc1)Nc1nc2c(s1)CCCC2`?
LYP inhibition: -3%; HPDE-C7 viability: 3%; Bfl-1 displacement: -10%; Alkaline phosphatase: 2%; Spn PMK inh: 4; Spn DPM-DC inh: inactive; HPDE-C7K KRASV12: -5%; HT1080 cytotoxicity: 2%; Spn MK inh: 5

Looked up one by one from the entries so far, two records:
How did CCCCC(=O)Nc1ccc(NC(=O)C2CC2)nc1 do in these assays?
LYP inhibition: -11%; HPDE-C7 viability: -3%; Bfl-1 displacement: -8%; Alkaline phosphatase: 10%; Spn PMK inh: 0; Spn DPM-DC inh: inactive; HPDE-C7K KRASV12: -7%; HT1080 cytotoxicity: 7%; Spn MK inh: 0; Spn PMK inh pilot replicates: 1.0; Spn MK inh pilot replicates: 0.0; Spn DPM-DC inh pilot screen %: 0.0

Results for CCCCOCCCNS(=O)(=O)Cc1ccccc1 ?
LYP inhibition: -2%; HPDE-C7 viability: 1%; Bfl-1 displacement: -6%; Alkaline phosphatase: 7%; Spn PMK inh: 9; Spn DPM-DC inh: inactive; HPDE-C7K KRASV12: 9%; HT1080 cytotoxicity: 4%; Spn MK inh: 4

The list continues:
What do the screens show for `CCOc1cc(NC(=O)c2ccco2)c(OCC)cc1NC(=O)COc1ccccc1C`?
LYP inhibition: -8%; HPDE-C7 viability: -8%; Bfl-1 displacement: 0%; Alkaline phosphatase: 7%; Spn PMK inh: 13; Spn DPM-DC inh: inactive[fluoresces]; HPDE-C7K KRASV12: 2%; HT1080 cytotoxicity: 4%; Spn MK inh: 4; Spn PMK inh pilot replicates: 0.0; Spn MK inh pilot replicates: 0.0; Spn DPM-DC inh pilot screen %: 100

Results for CC1CCc2cc(F)ccc2N1C(=O)c1cc2nc(-c3ccco3)cc(C(F)(F)F)n2n1 (stereo not drawn) ?
LYP inhibition: -10%; HPDE-C7 viability: -14%; Bfl-1 displacement: -5%; Alkaline phosphatase: 9%; Spn PMK inh: 0; Spn DPM-DC inh: inactive; HPDE-C7K KRASV12: -9%; HT1080 cytotoxicity: 4%; Spn MK inh: 2

What do the screens show for `CCn1nnc(NC(=O)CSc2ccc(Cl)cc2)n1`?
LYP inhibition: 16%; HPDE-C7 viability: 2%; Bfl-1 displacement: -1%; Alkaline phosphatase: 12%; Spn PMK inh: 0; Spn DPM-DC inh: inactive; HPDE-C7K KRASV12: 2%; HT1080 cytotoxicity: -5%; Spn MK inh: 11

What do the screens show for `COc1ccc(N2CC(C(=O)NCc3ccccc3)CC2=O)cc1` (stereo not drawn)?
LYP inhibition: 3%; HPDE-C7 viability: -6%; Bfl-1 displacement: -3%; Alkaline phosphatase: 17%; Spn PMK inh: 2; Spn DPM-DC inh: inactive; HPDE-C7K KRASV12: -7%; HT1080 cytotoxicity: 9%; Spn MK inh: 3

Screening data: PubChem BioAssay, several laboratories
